tim10-1 inh: inhibits growth of tim10-1 mutant yeast; S. cerevisiae tim10-1 ts strain growth, BacTiter-Glo, 24 h; AID 463190; 330,000 compounds, 2.2% hits; inhibition, % at 20 µM;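 active = inhibition of at least 40%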;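 note: mutant grown at 25 °C; 0% = DMSO wells with yeast and 100% = wells holding no yeast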
APOBEC3G inh: APOBEC3G (human) deaminase inhibition | Q9HC16 | inhibition, % at 20 µM | 330,000 compounds, 0.28% hits | recombinant A3G, ssDNA deamination FAM/TAMRA fluorescence | AID 493012;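 active = inhibition of at least 40% at 20 µM, with no more than 30% in the related APOBEC3A deaminase screen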;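 note: plate controls were DMSO wells with A3G for no effect and wells lacking A3G enzyme for full effect; some compounds called inactive have numbers as strong as hits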
Target sequence (Q9HC16 whole entry, looked up): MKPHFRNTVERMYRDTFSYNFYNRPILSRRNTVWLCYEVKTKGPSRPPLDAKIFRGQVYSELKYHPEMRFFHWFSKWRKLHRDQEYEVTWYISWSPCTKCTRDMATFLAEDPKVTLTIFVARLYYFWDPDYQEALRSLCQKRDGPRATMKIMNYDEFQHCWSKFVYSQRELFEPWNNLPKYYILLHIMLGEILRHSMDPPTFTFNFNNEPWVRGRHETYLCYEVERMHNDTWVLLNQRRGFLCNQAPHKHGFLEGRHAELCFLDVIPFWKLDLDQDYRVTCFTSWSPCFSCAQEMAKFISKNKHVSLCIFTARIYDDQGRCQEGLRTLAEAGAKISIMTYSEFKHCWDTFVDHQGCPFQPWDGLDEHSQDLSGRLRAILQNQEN
mIAP activ: increases mouse intestinal alkaline phosphatase activity. muIAP, CDP-Star luminescence, 30 min; hits give high values; 1 = vehicle-only enzyme signal, 0 = enzyme-free wells. activation factor at 10 µM. 330,000 compounds, 0.24% hits. AID 2805;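 active = activation factor of at least 2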; note: the source names both 10 and 20 µM as test concentration; values of inactives mirror those of a sister screen read the other way
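System: Mouse IAP enzyme | Also added: CDP-Star substrate | Dosing: Compounds dispensed in DMSO | Schedule: 30 min enzyme-substrate-compound incubation at room temperature | Technique: Chemiluminescence readout | Control set: DMSO-only wells and no-enzyme negative control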
mIAP block: mouse IAP inhibition; purified mouse IAP, CDP-Star luminescence, 30 min; inhibition, % at 10 µM; 330,000 compounds, 0.2% hits; AID 2806;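 active = inhibition of at least 40% at 10 µM in the primary screen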;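 note: plate controls were DMSO with enzyme for no effect and no enzyme wells for full effect; values of inactives mirror those of a sister screen read the other way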
NLRP3 yeast inh: blocks the NALP3 inflammasome reconstituted in yeast | Yeast reconstituted NLRP3/ASC/caspase-1, beta-gal luminescence, 24 h | inhibition, % at 10 µM | 330,000 compounds, 0.39% hits | AID 2825;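 active = inhibition of 50% or more; inactive = inhibition below 50%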;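 note: plate controls were induced DMSO wells for no effect and uninduced yeast grown without galactose for full effect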
hIAP block: blocks human intestinal alkaline phosphatase; purified IAP, CDP-Star luminescence, 30 min; P09923; 330,000 compounds, 0.12% hits; AID 2544; inhibition, % at 10 µM;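 active = inhibition reaching a set limit with compound at 10 µM in the primary screen, cut at about 35% in these data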;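 note: plate controls were DMSO wells with enzyme for no effect and no-enzyme buffer wells for full effect; values of inactives mirror those of a sister screen read the other way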
Target sequence (P09923 whole entry, looked up): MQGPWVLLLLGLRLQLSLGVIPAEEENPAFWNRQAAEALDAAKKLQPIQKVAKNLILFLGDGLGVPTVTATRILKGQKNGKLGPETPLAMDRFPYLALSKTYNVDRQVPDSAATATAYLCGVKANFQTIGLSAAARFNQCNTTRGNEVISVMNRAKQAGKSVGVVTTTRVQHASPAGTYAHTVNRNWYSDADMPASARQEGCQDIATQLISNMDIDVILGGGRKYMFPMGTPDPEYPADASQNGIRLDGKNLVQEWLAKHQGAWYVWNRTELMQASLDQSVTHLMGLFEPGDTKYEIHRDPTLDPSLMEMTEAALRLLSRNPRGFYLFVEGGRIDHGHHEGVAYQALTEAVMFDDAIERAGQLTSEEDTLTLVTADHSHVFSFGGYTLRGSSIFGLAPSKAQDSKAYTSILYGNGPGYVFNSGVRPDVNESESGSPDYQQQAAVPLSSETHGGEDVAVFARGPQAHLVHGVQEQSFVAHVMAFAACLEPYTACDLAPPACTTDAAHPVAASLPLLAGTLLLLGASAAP
APOBEC3A inh: inhibitors of human APOBEC3A DNA deaminase | P31941 | recombinant A3A, FAM/TAMRA ssDNA deamination fluorescence | inhibition, % at 20 µM | 330,000 compounds, 0.41% hits;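 active = at least 40% inhibition at 20 µM here, with at most 30% in a related deaminase screen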;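 note: plate controls were A3A with DMSO for no effect and wells lacking A3A enzyme for full effect; some results filed as inactive read as strong as hits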
Target sequence (P31941 whole entry, looked up): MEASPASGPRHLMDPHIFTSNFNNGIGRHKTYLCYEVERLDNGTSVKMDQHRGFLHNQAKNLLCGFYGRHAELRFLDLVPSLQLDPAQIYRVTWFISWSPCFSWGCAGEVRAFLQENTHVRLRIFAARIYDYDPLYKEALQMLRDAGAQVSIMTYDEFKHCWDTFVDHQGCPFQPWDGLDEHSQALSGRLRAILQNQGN
TIM10 inh: growth inhibitors of TIM10 yeast strain. S. cerevisiae TIM10 strain growth, BacTiter-Glo luminescence, 24 h. inhibition, % at 10 µM. 330,000 compounds, 1.4% hits. AID 463195;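 active = inhibition of 40% or more at the single tested concentration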;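 note: wild-type TIM10 isogenic control strain grown at permissive 25 °C; 0% = DMSO yeast wells and 100% = minimal medium wells without yeast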
beta cell repl: induces beta-cell replication in MIN6 cells; MIN6 cells proliferation, ATPlite luminescence, 48 h; cells starved in 0.2% serum; 100% = growth in 10% serum; proliferation, % at 10 µM; 330,000 compounds, 0.29% hits; AID 2380;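 active = compounds whose signal lies at least 3.5 SD above the mean of all wells on their plate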;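 note: 0% = DMSO-treated cells in low-serum medium and 100% = 10% serum control; some compounds called inactive have numbers as strong as hits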
Numbers without * were called inactive.

SMILES	tim10-1 inh	APOBEC3G inh	mIAP activ	mIAP block	NLRP3 yeast inh	hIAP block	APOBEC3A inh	TIM10 inh	beta cell repl
CCOc1ccc(C(=O)NCC(=O)OCC(=O)Nc2ccccc2OC)cc1	16	-4	0.94	6	12	-14	0	-20	-2
CCOC(=O)c1c(COc2ccccc2)oc2ccc(O)cc12	18	1	0.93	7	23	20	2	-12	-2
COCC(=O)c1[nH]c2ccccc2c1C	25	0	0.97	3	19	-2	-1	19	-3
COC(=O)c1ccc(Cl)c(NC(=O)CN(c2ccccc2)S(=O)(=O)c2ccc(OC)cc2)c1	23	-6	0.99	1	10	7	-2	9	0
CCCCC(CCC(=O)Nc1cccc([N+](=O)[O-])c1)C(=O)O (stereo not given)	3	-11	0.93	7	13	-7	-1	-23	2
CCOC(=O)c1ccc(NC(=S)Nc2ccccc2N)cc1	-20	14	1.1	-14	22	-12	-3	3	-4
N#C/C(=C(/O)COc1ccc(Br)cc1)c1nnc2n1CCCCC2	-2	4	1	-1	-7	-1	2	3	0
COc1ccc(NC(=O)NCCN2CCN(c3ccc(C)cc3)CC2)c(Cl)c1	-2	-8	1.1	-12	37	4	-6	3	1
CC(=O)CC(C)(C)S(=O)(=O)c1ccc(NC(C)=O)cc1	0	-1	1	-4	10	5	3	5	-2
O=C(NC(=O)c1ccccc1N1CCCCC1)Nc1ccc(Br)cc1	16	-8	0.96	4	9	2	-4	15	-4
Cc1cc(N)n2nc(C)c(-c3ccc(Cl)cc3)c2n1	34	-3	1.1	-12	20	-36	-4	39	-1
CC(=O)c1cnc(N(C)C)s1	5	-1	0.95	5	11	2	1	-1	1
CC(=O)N1CCN(c2ccccc2NC(=O)COc2ccc(Br)cc2)CC1	33	-6	0.96	4	8	3	0	35	1
CCNC(=O)NC(=O)C(C)OC(=O)c1ccc(SC)cc1OC (stereo not given)	8	-5	0.96	4	12	-15	-2	13	1
Cc1ccc(C)c(NC(=O)CSc2nnc(-c3cc(C)[nH]n3)n2N)c1	-9	-4	1.2	-15	12	2	-3	-4	1
CCC(C)[C@H](NC(=O)NCCC1=CCCCC1)C(=O)O (stereo not given in full)	1	5	1.1	-7	12	-1	7	-1	-1
CCOC(=O)c1[nH]cnc1C(=O)Nc1ccccc1	-4	-4	0.88	12	18	-1	2	14	2
Cc1c(C(=O)N(C)Cc2ccc(OC(F)F)cc2)oc2ccccc12	23	-6	0.94	6	0	-4	-4	-8	-3
O=C(Nc1cccc(S(=O)(=O)Nc2ccc(Cl)cc2)c1)c1ccc[n+]([O-])c1	-2	-1	1.1	-7	-1	8	-1	5	-2
CC(C)(C)NC(=O)CSc1nncn1-c1ccccc1	15	-7	0.98	2	1	1	-5	12	1
Cc1nn(CC(=O)N2CCCCCC2)c(=O)c2cc3occc3n12	13	-6	0.98	2	11	2	-4	-12	-1
O=C(NCCNCc1ccccn1)c1ccco1	10	-4	0.92	8	12	16	0	1	-1
Cc1cnc(NC(=O)CSc2ccc(Cl)cc2)s1	21	-4	0.98	2	0	-12	-3	32	-2
COc1ccc(C(CNC(=O)C2CC(=O)N(Cc3ccccc3)C2)N2CCOCC2)cc1 (stereo not given)	-16	-8	0.93	7	20	3	-4	3	6
O=C(NCCc1ccc(Cl)cc1)C1CCCN1C(=O)NCc1ccccc1 (stereo not given)	-2	-3	1	-1	-10	-32	-3	1	1
O=C(CSc1n[nH]c(-c2ccncc2)n1)c1cccc([N+](=O)[O-])c1	1	-9	0.87	13	12	10	-4	6	-2
CCOC(=O)c1sc(=S)n(C)c1NC(=O)c1ccc(OC)cc1	7	53*	0.89	11	19	-17	0	-12	-2
CC1C/C(=C/c2cccs2)C(=O)/C(=C/c2cccs2)C1 (stereo not given)	19	-4	0.73	26	6	7	6	14	-6
Cc1ccccc1Nc1nc(N)nc(CN(C)Cc2ccccc2Cl)n1	39	-5	0.97	3	14	-29	0	8	1
COc1ccc(S(=O)(=O)N/N=C(/C)c2ccc(C)o2)cc1	7	-1	1	-1	18	-6	-6	-10	0
C#CCNc1ccc(C(=O)OCC)cc1	1	-6	1	0	-13	6	-4	-1	1
N#Cc1ccc(-c2ccccc2)nc1SCCN1CCOCC1	38	-1	0.94	6	13	12	-1	9	-1
COCC(=O)Oc1c(S(=O)(=O)c2ccccc2)c(C)nn1C(C)(C)C	30	93*	1.2	-16	19	1	1	15	6
CC(C)(C)c1nc(SCC(=O)NCc2ccco2)c2ccccc2n1	21	1	1	-4	25	18	7	16	7
O=C(OCc1ccccc1)/C(=C/c1cccc2ccccc12)NC(=O)c1ccccc1	18	-1	0.93	7	-3	9	2	5	0
O=C(Cc1cccc2ccccc12)NCC(=O)Nc1ccccc1F	-3	-2	1	-2	11	-25	6	9	0
COc1ccc(NC(=S)N2CCC(N(C)CC3CCCO3)CC2)cc1 (stereo not given)	-13	-8	1	-3	23	-4	3	-17	-1
Cc1ccccc1NC(=S)NNC(=O)c1ccncc1	-3	-10	1.1	-6	27	-44	-4	-20	1
COc1ccc(F)cc1C(=O)C1CCCN(Cc2ccc(Oc3ncccn3)cc2)C1 (stereo not given)	11	-7	0.94	6	13	8	0	5	-1
NC(=S)N/N=C/c1c[nH]c2ccc(OCc3ccccc3)cc12	36	-2	1	0	21	8	-1	25	-5

Profiles, looked up by structure. Order of screens: tim10-1 inh, APOBEC3G inh, mIAP activ, mIAP block, NLRP3 yeast inh, hIAP block, APOBEC3A inh, TIM10 inh, beta cell repl
Results for `COc1ccc(S(=O)(=O)N/N=C(/C)c2ccc(C)o2)cc1` → 7, -1, 1, -1, 18, -6, -6, -10, 0
Results for `Cc1ccccc1NC(=S)NNC(=O)c1ccncc1` → -3, -10, 1.1, -6, 27, -44, -4, -20, 1
Results for `N#Cc1ccc(-c2ccccc2)nc1SCCN1CCOCC1` → 38, -1, 0.94, 6, 13, 12, -1, 9, -1
Results for `O=C(NCCc1ccc(Cl)cc1)C1CCCN1C(=O)NCc1ccccc1` (stereo not given) → -2, -3, 1, -1, -10, -32, -3, 1, 1

Further structures.
SMILES	tim10-1 inh	APOBEC3G inh	mIAP activ	mIAP block	NLRP3 yeast inh	hIAP block	APOBEC3A inh	TIM10 inh	beta cell repl
COC(=O)C1CCN(C(=O)Cn2nnc(-c3cccc(F)c3)n2)CC1	1	-8	1	-4	23	-9	-2	-26	-4
Cc1cc(NS(=O)(=O)c2ccc(NC(=O)C(C)Oc3cc(C)c(Cl)c(C)c3)cc2)no1 (stereo not given)	3	-5	0.99	1	9	-4	2	0	-4
Cc1ccc(-n2c(CCC(=O)O)ccc2-c2cccs2)cc1C	30	4	1.1	-5	-8	12	-1	13	-3
Cc1cc(=O)oc2c3c(cc(OCC(=O)NCCC(=O)O)c12)OC(C)(C)CC3	26	-7	1	-1	-2	-14	-2	-12	-1
Cc1ccc(S(=O)(=O)NN2C(=O)/C(=C\c3ccc(Cl)cc3)SC2=S)cc1	4	-10	0.91	9	7	13	-4	17	-6
CCCCN(C)C(=O)c1ccc2c(c1)S(=O)(=O)c1ccccc1C2=O	30	-6	0.98	2	33	6	1	12	0
CCOc1ccc(CCNC(=O)c2cccc(N3CCCC3=O)c2)cc1OCC	-2	-7	1.1	-8	17	-16	-4	8	-2
O=C1CCCN1c1ccc(S(=O)(=O)N2CCC(c3ccccc3)CC2)cc1	17	-9	0.92	8	14	24	-5	13	0
Cc1ccc(-n2nnnc2SCC(=O)N2Cc3ccccc3CC2C(=O)O)cc1 (stereo not given)	20	1	1	-1	4	-4	-1	0	-4
COc1ccc([N+](=O)[O-])cc1NC1CCN(C(=O)c2cccs2)CC1	20	0	1	-3	18	30	0	13	-5
CCN1C(=O)[C@H]2[C@@H](c3ccc(-c4ccc(OC)cc4)c(OC)c3)N[C@@](CC(C)C)(C(=O)OC)[C@H]2C1=O	13	0	1	-1	6	4	4	8	-4
COc1ccccc1NS(=O)(=O)c1ccc(O)c(NC(=S)NCC2CCCO2)c1 (stereo not given)	-6	12	0.92	8	13	-5	6	2	-1
CCN(CC)CCCNC(=O)/C=C/C(=O)O	11	2	1.1	-9	7	-6	2	9	1
O=S(=O)(NCCn1ccc2ccccc21)c1ccccc1	15	-1	1.1	-6	23	-2	0	-4	-7
COc1ccccc1-c1c(C)nn2c(NCCN3CCCC3)cc(C)nc12	2	-6	0.9	10	0	0	-2	-6	0
COc1cccc(OCC(O)CN2CCN(c3ccccn3)CC2)c1 (stereo not given)	-11	-6	1.1	-12	-8	-1	-3	-12	0
Cc1ccccc1SCC(=O)NNC(=O)c1ccccc1O	16	-4	0.64	36	5	-96	-1	-2	-3
O=C(Nc1ccc(S(=O)(=O)Nc2nccs2)cc1)c1ccc(F)cc1	-12	-6	0.89	11	11	0	-4	5	1
CSc1nsc(NC(=O)CCNC(=O)c2ccc([N+](=O)[O-])cc2)n1	2	3	1	-1	12	-7	5	14	-2
COc1cccc(/C=c2\s/c(=C\C(=O)C(C)(C)C)[nH]c2=O)c1	31	6	1	0	20	-5	-5	34	-5
O=C(/C=C/c1ccccc1)N1CCN(Cc2nc3ccccc3c(=O)[nH]2)CC1	-1	-7	0.99	1	7	-3	-2	-6	-1
CC(C)N(C(=O)[C@H]1CC(CC(=O)NCCCN(C)C)C(=O)N2CCc3c([nH]c4ccccc34)[C@]12C)C(C)C (stereo not given in full)	-14	-8	1	0	-3	-1	-4	6	0
Cc1ccc(-c2csc(SCC(=O)Nc3cc(C)on3)n2)cc1	16	-4	1.1	-5	28	-6	-1	-18	-3
CCS(=O)(=O)c1ccc(-c2cccc(NC(=O)COc3ccc(Cl)cc3)c2)nn1	-8	-7	1.1	-6	-9	-17	-4	-5	0
O=S(=O)(Nc1ccc2ccccc2n1)c1ccccc1	-4	-3	0.95	5	-3	9	1	-6	-1
Cc1ccc2cc(CN(Cc3ccco3)C(=S)NCC3CCCO3)c(=O)[nH]c2c1 (stereo not given)	24	-5	1	-1	15	-21	-3	-6	-2
O=S(=O)(Nc1nc2ccccc2nc1Cl)c1ccc(F)cc1	2	-1	1	-2	-5	-8	-2	-10	-1
O=C(NCCCN1CCN(c2ccc(F)cc2)CC1)NC12CC3CC(CC(C3)C1)C2	13	-10	1.1	-8	19	-14	-3	19	-6
N#CCC(=O)Nc1ccc(C(=O)OCC(=O)N=c2sccn2Cc2ccccc2Cl)cc1	-31	-5	1	-1	13	-5	0	-24	-6
CN=C(Nc1cc(C)nn1CCC#N)c1ccccc1	-9	-1	0.99	0	19	-23	-1	-14	-1
COc1ccc(NC(=O)C2CCN(c3nnnn3-c3ccccc3)CC2)cc1	12	-5	1	-1	4	-4	-4	8	2
COC(=O)c1c(C)[nH]c(C(=O)C(C)OC(=O)C2CC(=O)N(CCc3ccccc3)C2)c1C (stereo not given)	-1	9	0.95	5	12	-5	23	15	-4
Cc1ccc(OCC(=O)Nc2ccc(N3CCOCC3)cc2)cc1	-12	-4	1.1	-7	25	16	-1	0	-2
CCOc1ccc(CN2CCNC(=O)C2CC(=O)NCCN2CCOC2=O)cc1 (stereo not given)	6	-4	1	-2	-3	-29	-3	0	-3
COc1cccc(CC(=O)OCC(=O)N(C)CC(=O)Nc2ccc(Cl)c(C(F)(F)F)c2)c1	22	-7	1	-3	7	-8	1	19	-2
COc1ccc(OC)c(N(C)S(=O)(=O)c2cc3c(cc2C)NC(=O)CO3)c1	-17	-6	1.1	-8	17	-8	-1	-11	-1
COc1ccc(C)cc1NS(=O)(=O)c1ccc(Br)s1	30	-2	1	-4	-39	-5	-4	-7	-2
Cc1ccc2c(c1)nnn2C1CCN(C(=O)NCc2ccccc2)CC1	7	-4	1	-1	-11	-6	1	-4	0
